Source: PubChem
AHR act: human AHR activation. AHR-responsive luciferase reporter cells, luminescence. hit rate 2.5% among 320,000. activation, % at 5 µM. P35869. AID 2796; in the data active = activation above about 47%;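 note: 0% = vehicle wells and 100% = reference agonist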
MEP2 TOR yeast: alters MEP2-GFP fluorescence in TOR pathway yeast screen. AID 2016. S. cerevisiae MEP2-GFP strain, flow cytometry GFP, 3 h; 100% = DMSO control level. GFP response vs DMSO, % at 10 µM. hit rate 0.51% among 330,000;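 active = GFP response versus DMSO above a set limit, roughly screen mean plus 3 SD, cut at about 180% in these data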;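 note: median GFP fluorescence of the barcode-gated MEP2-GFP cells per well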
RPL19A-GFP yeast: modulators of TOR pathway RPL19A-GFP in S. cerevisiae; S. cerevisiae RPL19A-GFP strain, flow cytometry, 3 h; hits give low values; percent response vs DMSO, % at 10 µM; hit rate 0.3% among 330,000; AID 2025;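 active = percent response vs DMSO below 50%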;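 note: median channel GFP fluorescence of the barcoded RPL19A-GFP strain; ratio of sample median GFP to plate DMSO average so 100% = DMSO; lower means less RPL19A-GFP as with rapamycin TOR inhibition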
procasp3 activ: activators of human procaspase-3; P42574; recombinant procaspase-3 D3A, Ac-DEVD-pNA absorbance 405 nm; activation, % at 8.5 µM; hit rate 0.11% among 330,000; AID 463141;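 active = activation above the mean of all tested compounds plus 3 SD, cut at about 21% in these data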;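 note: 0% = DMSO alone and 100% = DMSO wells spiked with extra 5 µM PC-3 D3A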
Target sequence (P42574 whole entry D9A/D28A/D175A): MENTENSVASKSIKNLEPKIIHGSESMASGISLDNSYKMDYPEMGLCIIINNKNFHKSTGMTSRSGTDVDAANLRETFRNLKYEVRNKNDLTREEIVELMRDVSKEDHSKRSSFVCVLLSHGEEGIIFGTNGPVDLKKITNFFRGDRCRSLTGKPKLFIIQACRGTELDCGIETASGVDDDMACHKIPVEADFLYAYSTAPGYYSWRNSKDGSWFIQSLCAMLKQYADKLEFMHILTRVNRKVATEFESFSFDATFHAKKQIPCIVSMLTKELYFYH
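Test system: Procaspase-3 D3A mutant, all three cleavage aspartates alanine | Dosing: Single dose, 8.5 µM nominal compound, 0.8% DMSO | Schedule: 1 h preincubation, 2 h reaction | Technique: 405 nm absorbance of p-nitroaniline, reads at 0 and 120 min | Repeats: One well per compound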
Yeast superoxide: lowers age-related superoxide in aged yeast cells; AID 2690; superoxide response (% of plate mean), % at 10 µM; S. cerevisiae aged cells, superoxide DHE fluorescence; hits give low values; hit rate 0.18% among 330,000;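 active = superoxide response under a set limit, about three screen SD below normal, cut at about 65% in these data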;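 note: yeast aged for seven days with compound at 30 °C before DHE staining; 100% = average MFI of all compound-treated wells on the plate with controls excluded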
LAP4-GFP MLPCN: yeast TOR pathway LAP4-GFP modulation; S. cerevisiae LAP4-GFP multiplex, flow cytometry GFP, 3 h; median GFP as percent of DMSO wells; GFP response vs DMSO, % at 10 µM; hit rate 0.34% among 320,000; AID 2023;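 active = GFP response vs DMSO above a set limit, about the screen mean plus 3 SD, cut at about 150% in these data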
JMJD2C inh: inhibitors of human GASC-1 (JMJD2C) demethylase; GST-JMJD2C(1-420) H3K9me3 demethylation, DELFIA europium; AID 2099; hit rate 0.069% among 330,000; inhibition, % at 2.35 µM; Q9H3R0;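 active = more than half of a compound's replicate wells show inhibition beyond 50%, single wells judged on their own value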;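 note: signal counts dimethyl H3K9 product captured on neutravidin plate; 0% = median of DMSO wells and 100% = 0.3 times that DMSO median; strong numbers were not always called active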
Target sequence (Q9H3R0 1-420 limits assumed): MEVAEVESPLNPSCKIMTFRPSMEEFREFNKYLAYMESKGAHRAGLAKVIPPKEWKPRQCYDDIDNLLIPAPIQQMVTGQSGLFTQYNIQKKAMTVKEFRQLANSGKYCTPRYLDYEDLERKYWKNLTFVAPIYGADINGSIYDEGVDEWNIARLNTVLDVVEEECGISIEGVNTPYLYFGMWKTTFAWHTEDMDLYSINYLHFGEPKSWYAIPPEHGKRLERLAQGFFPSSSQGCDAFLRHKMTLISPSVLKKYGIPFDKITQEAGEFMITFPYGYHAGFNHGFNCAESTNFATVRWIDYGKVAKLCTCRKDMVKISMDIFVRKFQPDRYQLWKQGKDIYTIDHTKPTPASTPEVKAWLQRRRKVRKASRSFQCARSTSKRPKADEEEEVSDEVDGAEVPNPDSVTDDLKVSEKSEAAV
procasp7 counter: counter-screen for procaspase-3 activators: activators of human procaspase-7; activation, % at 8.5 µM; recombinant procaspase-7, Ac-DEVD-pNA absorbance 405 nm; D23A/D198A/D206A triple mutant, cannot self-cleave; scale: DMSO 0, 5 µM enzyme 100; P55210; hit rate 0.093% among 330,000;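 active = percent activation above the screen-wide mean plus 3 SD, cut at about 25% in these data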
Target sequence (P55210 whole entry D23A/D198A/D206A): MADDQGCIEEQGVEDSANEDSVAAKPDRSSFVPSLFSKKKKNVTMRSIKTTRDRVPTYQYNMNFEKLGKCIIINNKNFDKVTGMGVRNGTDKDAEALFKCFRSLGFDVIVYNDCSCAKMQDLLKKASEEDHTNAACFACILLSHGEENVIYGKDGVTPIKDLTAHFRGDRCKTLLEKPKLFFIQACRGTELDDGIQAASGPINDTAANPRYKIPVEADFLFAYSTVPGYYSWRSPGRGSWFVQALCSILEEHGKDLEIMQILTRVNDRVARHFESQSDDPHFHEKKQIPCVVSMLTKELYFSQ
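System: Uncleavable procaspase-7 mutant enzyme; Amount: 2 µM procaspase-7 mutant as dispensed; Schedule: 1 h compound preincubation, 2 h substrate cleavage, 25 °C; Measured by: 405 nm absorbance of p-nitroaniline; Evaluation: percent activation from buffer-corrected 0–120 min absorbance change; Control set: low DMSO alone, high DMSO plus 5 µM PC-7.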
An asterisk follows results filed as active. The order is random (roughly 3.8% active in at least one column).

Results for CC(NC(=S)Nc1ccccc1)C1COc2ccccc2O1 (centres undefined) ?
AHR act: 1; MEP2 TOR yeast: 98; RPL19A-GFP yeast: 101; procasp3 activ: 4; Yeast superoxide: 103; LAP4-GFP MLPCN: 90; JMJD2C inh: 1; procasp7 counter: 0

What do the screens show for `COc1ccc(S(=O)(=O)N2CCN(C(=O)c3ccco3)CC2)cc1C(C)(C)C`?
AHR act: 1; MEP2 TOR yeast: 106; RPL19A-GFP yeast: 108; procasp3 activ: 8; Yeast superoxide: 104; LAP4-GFP MLPCN: 92; JMJD2C inh: 6; procasp7 counter: 7

What do the screens show for `CCOC(=O)c1cc(NC(=O)c2ccccc2)c(=O)oc1-c1ccccc1`?
AHR act: -2; MEP2 TOR yeast: 108; RPL19A-GFP yeast: 102; procasp3 activ: -3; Yeast superoxide: 99; LAP4-GFP MLPCN: 101; JMJD2C inh: 24; procasp7 counter: -5

What do the screens show for `O=C(O)C(C(=O)/C=C/c1ccco1)=C1SCCS1`?
AHR act: -1; MEP2 TOR yeast: 107; RPL19A-GFP yeast: 99; procasp3 activ: -14; Yeast superoxide: 97; LAP4-GFP MLPCN: 94; JMJD2C inh: 4; procasp7 counter: -12

What do the screens show for `COc1cc(NC(=O)C2CC2)c(OC)cc1NC(=O)CCC(=O)NC1CCN(Cc2ccccc2)CC1`?
AHR act: 0; MEP2 TOR yeast: 105; RPL19A-GFP yeast: 97; procasp3 activ: -4; Yeast superoxide: 93; LAP4-GFP MLPCN: 103; JMJD2C inh: -1; procasp7 counter: 7

How did COc1ccccc1NC(=O)COC(=O)C1CC2C=CC1C2 (centres undefined) do in these assays?
AHR act: -1; MEP2 TOR yeast: 95; RPL19A-GFP yeast: 101; procasp3 activ: 6; Yeast superoxide: 107; LAP4-GFP MLPCN: 95; JMJD2C inh: -25; procasp7 counter: 13

How did COc1ccc(CSc2ccc(S(=O)(=O)N3CCCCC3)cn2)cc1F do in these assays?
AHR act: -1; MEP2 TOR yeast: 104; RPL19A-GFP yeast: 101; procasp3 activ: -1; Yeast superoxide: 123; LAP4-GFP MLPCN: 108; procasp7 counter: 6

How did COC(=O)c1ccc(CNC(=O)c2ccc(S(=O)(=O)N3CCCC(C)C3)cc2)cc1 (centres undefined) do in these assays?
AHR act: -1; MEP2 TOR yeast: 107; RPL19A-GFP yeast: 104; procasp3 activ: 1; Yeast superoxide: 97; LAP4-GFP MLPCN: 104; JMJD2C inh: -7; procasp7 counter: 10

Results for Cc1cc2ncn(C(=O)N3CCCC3)c2cc1C ?
AHR act: 1; MEP2 TOR yeast: 101; RPL19A-GFP yeast: 96; procasp3 activ: 5; Yeast superoxide: 103; LAP4-GFP MLPCN: 97; JMJD2C inh: -1; procasp7 counter: 9

Results for O=[N+]([O-])c1cc(Cl)ccc1N1CCCC1 ?
AHR act: 12; MEP2 TOR yeast: 106; RPL19A-GFP yeast: 111; procasp3 activ: -4; Yeast superoxide: 94; LAP4-GFP MLPCN: 90; JMJD2C inh: 8; procasp7 counter: -1

Results for O=[N+]([O-])c1cc(C(F)(F)F)ccc1NCCCCNS(=O)(=O)c1ccc(Cl)cc1 ?
AHR act: 0; MEP2 TOR yeast: 99; RPL19A-GFP yeast: 104; procasp3 activ: -6; Yeast superoxide: 100; LAP4-GFP MLPCN: 96; JMJD2C inh: 3; procasp7 counter: -16

Results for COC(=O)c1[nH]c2ccccc2c1NC(=O)CN1CCN(Cc2ccc3c(c2)OCO3)CC1 ?
AHR act: 8; MEP2 TOR yeast: 100; RPL19A-GFP yeast: 94; procasp3 activ: 3; Yeast superoxide: 91; LAP4-GFP MLPCN: 98; JMJD2C inh: -2; procasp7 counter: 4

Results for CCCCNC(=O)C(Sc1ccccc1)c1ccccc1 (centres undefined) ?
AHR act: 0; MEP2 TOR yeast: 101; RPL19A-GFP yeast: 104; procasp3 activ: 2; Yeast superoxide: 102; LAP4-GFP MLPCN: 101; JMJD2C inh: 3; procasp7 counter: -3

What do the screens show for `CCCC(=O)NCC(c1cccs1)S(=O)(=O)c1ccc(C)cc1` (centres undefined)?
AHR act: 7; MEP2 TOR yeast: 96; RPL19A-GFP yeast: 95; procasp3 activ: 3; Yeast superoxide: 94; LAP4-GFP MLPCN: 88; JMJD2C inh: 15; procasp7 counter: 17

How did CCOC(=O)C1C(c2ccc(OC)cc2)N(C)OC1(O)C(F)(F)F (centres undefined) do in these assays?
AHR act: -2; MEP2 TOR yeast: 100; RPL19A-GFP yeast: 102; procasp3 activ: -5; Yeast superoxide: 88; LAP4-GFP MLPCN: 97; JMJD2C inh: -8; procasp7 counter: -1

How did COc1ccccc1-n1c(C)nnc1SCC(N)=O do in these assays?
AHR act: 1; MEP2 TOR yeast: 90; RPL19A-GFP yeast: 95; procasp3 activ: -6; Yeast superoxide: 95; LAP4-GFP MLPCN: 82; JMJD2C inh: -3; procasp7 counter: 7

Results for CCOc1nc(NCCO)nc(Nc2cc(Cl)ccc2OC)n1 ?
AHR act: 3; MEP2 TOR yeast: 108; RPL19A-GFP yeast: 106; procasp3 activ: 1; Yeast superoxide: 108; LAP4-GFP MLPCN: 101; JMJD2C inh: 10; procasp7 counter: 3

Results for Cc1ccc(OCc2cc(C(=O)N3CCC(Oc4cccnc4)CC3)no2)cc1C ?
AHR act: 3; MEP2 TOR yeast: 92; RPL19A-GFP yeast: 97; procasp3 activ: 5; Yeast superoxide: 88; LAP4-GFP MLPCN: 100; JMJD2C inh: -5; procasp7 counter: -4

What do the screens show for `Cc1ccc(C)c(N(C)C(=O)COc2cc(=O)n(C)c3ccccc23)c1`?
AHR act: 7; MEP2 TOR yeast: 113; RPL19A-GFP yeast: 101; procasp3 activ: 0; Yeast superoxide: 102; LAP4-GFP MLPCN: 100; JMJD2C inh: 2; procasp7 counter: 1

What do the screens show for `CCc1ccccc1NC(=O)c1cc(S(=O)(=O)N(C)C)ccc1N1CCCC1`?
AHR act: 5; MEP2 TOR yeast: 87; RPL19A-GFP yeast: 67; procasp3 activ: 7; Yeast superoxide: 93; LAP4-GFP MLPCN: 77; JMJD2C inh: 22; procasp7 counter: -5

What do the screens show for `CC(=O)Nc1ccc(NC(=O)CN2C(=O)COc3ccc(S(=O)(=O)N4CCOCC4)cc32)cc1`?
AHR act: -2; MEP2 TOR yeast: 112; RPL19A-GFP yeast: 110; procasp3 activ: 8; Yeast superoxide: 101; LAP4-GFP MLPCN: 125; JMJD2C inh: 4; procasp7 counter: 7

How did Cc1ccc(NC(=O)N(Cc2cc3cc(C)cc(C)c3[nH]c2=O)CC2COCCO2)cc1 (centres undefined) do in these assays?
AHR act: 3; MEP2 TOR yeast: 105; RPL19A-GFP yeast: 102; procasp3 activ: -7; Yeast superoxide: 108; LAP4-GFP MLPCN: 105; JMJD2C inh: -10; procasp7 counter: 7

How did CS(=O)(=O)N1CCCC(C(=O)NC2CCCCCCC2)C1 (centres undefined) do in these assays?
AHR act: 0; MEP2 TOR yeast: 103; RPL19A-GFP yeast: 98; procasp3 activ: -1; Yeast superoxide: 94; LAP4-GFP MLPCN: 96; JMJD2C inh: -1; procasp7 counter: -11

What do the screens show for `COc1ccc(N2C(=O)C3C4C=CC(c5ccccc5)(C3C2=O)C2C(=O)N(c3ccc(OC)cc3)C(=O)C42)cc1` (centres undefined)?
AHR act: 0; MEP2 TOR yeast: 104; RPL19A-GFP yeast: 94; procasp3 activ: -3; Yeast superoxide: 94; LAP4-GFP MLPCN: 98; JMJD2C inh: 0; procasp7 counter: 0

What do the screens show for `COc1ccccc1OCCOCCOc1c(C)cc(C)cc1Br`?
AHR act: 18; MEP2 TOR yeast: 95; RPL19A-GFP yeast: 102; procasp3 activ: -4; Yeast superoxide: 103; LAP4-GFP MLPCN: 93; JMJD2C inh: -18; procasp7 counter: -2

Results for COc1ccc(-c2nc3ncccn3c2Nc2ccccc2)cc1 ?
AHR act: 5; MEP2 TOR yeast: 101; RPL19A-GFP yeast: 99; procasp3 activ: 6; Yeast superoxide: 89; LAP4-GFP MLPCN: 100; JMJD2C inh: 3; procasp7 counter: -5

Results for Cc1cc(C)cc(C(=O)NC(CC(N)=O)c2ccc(NC3CCCC3)c([N+](=O)[O-])c2)c1 (centres undefined) ?
AHR act: 2; MEP2 TOR yeast: 89; RPL19A-GFP yeast: 92; procasp3 activ: 5; Yeast superoxide: 107; LAP4-GFP MLPCN: 125; JMJD2C inh: -4; procasp7 counter: -1

How did CCOC(=O)c1c(S(=O)(=O)NCCc2ccc(OC)c(OC)c2)c(C)n(C)c1C do in these assays?
AHR act: 2; MEP2 TOR yeast: 95; RPL19A-GFP yeast: 99; procasp3 activ: -1; Yeast superoxide: 122; LAP4-GFP MLPCN: 95; JMJD2C inh: 7; procasp7 counter: -8

Results for O=C(NC1CC1)c1ccc2c(c1)ncn2C1CCCC1 ?
AHR act: 4; MEP2 TOR yeast: 107; RPL19A-GFP yeast: 94; procasp3 activ: -8; Yeast superoxide: 123; LAP4-GFP MLPCN: 94; JMJD2C inh: 4; procasp7 counter: 3

How did O=C1COc2ccc(C(=O)COC(=O)CNC(=O)C3CCCCC3)cc2N1 do in these assays?
AHR act: 1; MEP2 TOR yeast: 106; RPL19A-GFP yeast: 75; procasp3 activ: 3; Yeast superoxide: 96; LAP4-GFP MLPCN: 95; JMJD2C inh: 8; procasp7 counter: -3

How did COCC1CCN(C(=O)c2cc(COc3cccc4cnccc34)on2)CC1 do in these assays?
AHR act: 0; MEP2 TOR yeast: 102; RPL19A-GFP yeast: 103; procasp3 activ: -8; Yeast superoxide: 107; LAP4-GFP MLPCN: 108; JMJD2C inh: 0; procasp7 counter: -27

Part of the list above in order of formula weight, lowest first:
Results for O=C(NC1CC1)c1ccc2c(c1)ncn2C1CCCC1 ?
AHR act: 4; MEP2 TOR yeast: 107; RPL19A-GFP yeast: 94; procasp3 activ: -8; Yeast superoxide: 123; LAP4-GFP MLPCN: 94; JMJD2C inh: 4; procasp7 counter: 3

Results for COc1ccc(-c2nc3ncccn3c2Nc2ccccc2)cc1 ?
AHR act: 5; MEP2 TOR yeast: 101; RPL19A-GFP yeast: 99; procasp3 activ: 6; Yeast superoxide: 89; LAP4-GFP MLPCN: 100; JMJD2C inh: 3; procasp7 counter: -5

How did CCOC(=O)C1C(c2ccc(OC)cc2)N(C)OC1(O)C(F)(F)F (centres undefined) do in these assays?
AHR act: -2; MEP2 TOR yeast: 100; RPL19A-GFP yeast: 102; procasp3 activ: -5; Yeast superoxide: 88; LAP4-GFP MLPCN: 97; JMJD2C inh: -8; procasp7 counter: -1
